iPSC survival up = enhancers of human iPSC single-cell survival | hiPSC single-cell survival, ATPlite luminescence; 100% = ROCK inhibitor wells, 0% = DMSO | survival enhancement, % at 20 µM | actives 0.044% (n = 360,000) | AID 602274; in the data active means survival enhancement above about 18%;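 further: cells exposed to compounds for 16 hours before the ATP read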
NR2E3 ag-1 = activates human photoreceptor nuclear receptor NR2E3. GST-NR2E3/biotin-RetCOR TR-FRET, 1536-well. AID 2300. inhibition of corepressor binding, % at 4.78 µM. actives 0.12% (n = 320,000);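 active means percent inhibition above the cutoff of mean plus 3 SD of all tested compounds, set per screening campaign, cut at about 20% in these data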;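 further: 0% = DMSO wells and 100% = biotin wells as full block of FRET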
Target sequence (Q9Y5X4 whole entry, looked up): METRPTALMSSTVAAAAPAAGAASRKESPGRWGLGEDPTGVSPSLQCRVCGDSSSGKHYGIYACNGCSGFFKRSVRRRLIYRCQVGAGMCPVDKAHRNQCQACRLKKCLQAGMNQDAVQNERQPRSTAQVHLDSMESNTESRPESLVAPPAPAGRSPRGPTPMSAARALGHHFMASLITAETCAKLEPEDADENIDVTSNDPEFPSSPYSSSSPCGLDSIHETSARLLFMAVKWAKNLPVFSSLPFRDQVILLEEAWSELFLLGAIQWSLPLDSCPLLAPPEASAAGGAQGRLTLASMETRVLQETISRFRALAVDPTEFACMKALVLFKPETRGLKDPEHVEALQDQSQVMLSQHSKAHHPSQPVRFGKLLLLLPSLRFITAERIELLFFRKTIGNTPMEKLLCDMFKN
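Assay system: NR2E3–RetCOR corepressor complex. Quantity: 1.35 nM GST-NR2E3. Buffer or medium: pH 7.5 Tris-based buffer. Reagent: biotinylated RetCOR corepressor at 7 nM final. Schedule: 5 h at 4 °C. Detection: TR-FRET, emission read at 617 and 671 nm. Replicates: one well per compound, singlicate testing.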
PDI turbidity = inhibitors of human protein disulfide isomerase. P07237. PDI insulin aggregation turbidity, A650, 90 min. inhibition, % at 10 µM. actives 0.052% (n = 350,000). AID 588391;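 active means mean inhibition across replicates of 30% or more, whatever share of single replicates reach that level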;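 further: absorbance from insulin aggregation driven by PDI reduction with DTT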
Target sequence (P07237 whole entry, looked up): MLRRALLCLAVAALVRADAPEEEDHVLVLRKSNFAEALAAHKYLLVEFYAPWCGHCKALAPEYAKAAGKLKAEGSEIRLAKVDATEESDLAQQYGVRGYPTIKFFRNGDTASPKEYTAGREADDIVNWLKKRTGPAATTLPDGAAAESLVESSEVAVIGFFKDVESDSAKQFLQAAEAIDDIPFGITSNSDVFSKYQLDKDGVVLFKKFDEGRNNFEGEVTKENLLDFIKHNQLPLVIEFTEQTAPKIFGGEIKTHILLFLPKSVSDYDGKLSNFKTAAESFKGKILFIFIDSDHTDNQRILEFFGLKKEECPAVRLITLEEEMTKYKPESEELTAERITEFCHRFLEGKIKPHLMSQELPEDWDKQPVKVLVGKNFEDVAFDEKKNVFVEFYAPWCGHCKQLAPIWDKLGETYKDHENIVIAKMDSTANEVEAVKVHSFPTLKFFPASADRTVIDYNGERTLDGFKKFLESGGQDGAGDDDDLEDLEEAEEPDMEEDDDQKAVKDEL
Shn3 inh set2 = inhibitors of Schnurri-3 3'UTR reporter in osteoblasts | Clone20 osteoblast Shn3 3'UTR firefly luciferase, 24 h | inhibition, % at 12.5 µM | actives 0.52% (n = 360,000);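 active means mean inhibition of at least 75% with every replicate also reaching 75%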;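 further: 0% = median of neutral control wells and 100% = pilot-screen positive control compound; some compounds past the cut are filed as inactive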
CaV13 FRET inh = Primary screen for inhibitors of IQ motif and Ca2+-dependent inactivation inhibitor domain binding in CACNA1D, Förster resonance energy transfer in living cells, …; HEK cells, CFP/YFP FRET ICDI-IQ, plate reader, 10 min; percent FRET-ratio fall versus neutral wells; inhibition, % at 12.3 µM; actives 0.098% (n = 340,000);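 active means mean replicate inhibition of at least 30% and at least 1% of replicates passing that level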;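 further: 0% = median of the neutral control wells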
MITF TRPM1 inh = MITF TRPM1 promoter inhibition in SK-MEL-5 cells. SK-MEL-5 TRPM1 promoter luciferase, 24 h. inhibition, % at 12.5 µM. actives 0.83% (n = 330,000);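 active means mean inhibition across replicates of 60% or more, whatever share of single replicates reaches that level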; further: values of inactives mirror those of a sister screen read the other way
Peg3 prom inh = Peg3 promoter activity inhibition; HeLa PEG-Prom luciferase reporter, luminescence, overnight; inhibition, % at 20 µM; actives 1.7% (n = 360,000); AID 588405;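 active means inhibition of at least 50% at 20 µM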
HIF-2a block = blocks HIF-2a reporter activity; 786-0 RCC cells HIF-2a reporter, luciferase luminescence, overnight; actives 0.72% (n = 360,000); AID 624352; inhibition, % at 18.8 µM;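 active means inhibition of the luminescence signal of 40% or more relative to plate controls, in a single-dose primary screen at 18.75 µM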
m5-HT2A agonist = agonists of mouse serotonin 5-HT2A receptor (HTR2A); activation, % at 7.6 µM; actives 0.66% (n = 360,000); CHO-K1 mHTR2A beta-arrestin complementation, luminescence; percent of 30 µM serotonin response; AID 624169;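 active means activation above a run cutoff, the mean activation of all tested compounds plus 3 SD, cut at about 14% in these data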;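 further: 0% = plate median of compound wells and 100% = 30 µM serotonin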
H9c2 protect = modulators protecting cardiomyocytes from myocardial damage; H9c2 cardiomyocytes, H2O2 injury protection, ATPLite, 2 h; AID 588492; protection from H2O2 cell death, % at 20 µM; actives 0.63% (n = 360,000);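 active means compounds giving at least 50% protection of heart cells from peroxide-induced death in the single-dose screen, raw or plate-pattern-corrected value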;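 further: 0% = DMSO wells with peroxide and 100% = DMSO wells without peroxide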
NR2E3 ag-2 = agonists of human NR2E3 nuclear receptor; inhibition of corepressor binding, % at 3.98 µM; actives 0.35% (n = 360,000); Q9Y5X4; CHO-S Gal4-NCOR/VP16-NR2E3 two-hybrid, luciferase; AID 602229;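 active means inhibition above the mean of all tested compounds plus 3 SD, cut at about 70% in these data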;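 further: 0% = DMSO with NR2E3 transfected cells and 100% = cells lacking NR2E3 construct; higher means lower luciferase signal from less NR2E3 corepressor binding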
The depositor's hits bear a star; · = no result given. This is a random part of the collection (roughly 3.9% active in at least one column).

SMILES	iPSC survival up	NR2E3 ag-1	PDI turbidity	Shn3 inh set2	CaV13 FRET inh	MITF TRPM1 inh	Peg3 prom inh	HIF-2a block	m5-HT2A agonist	H9c2 protect	NR2E3 ag-2
CC(C)NS(=O)(=O)c1ccc(OCC(=O)Nc2ccc3c(c2)OCCO3)cc1	1.0	-1	3	24	-8	10	-1	-18	-2	0	4
N#Cc1ccc(-c2ccc(F)cc2)nc1Oc1ccc(Cl)c(Cl)c1	0.8	1	2	7	-6	9	33	-2	3	-9	11
O=c1cc(-c2cccc(Cl)c2)oc2cccc(O)c12	3.6	3	-2	-24	-10	-11	-72	-55	6	-4	-34
CCOc1ccc(S(=O)(=O)N2CCCC(C(=O)Nc3cccc(C)c3)C2)cc1 (stereo not given)	-0.6	2	-36	7	-4	9	24	15	5	-8	-3
CCc1ccc2[nH]cc(C(=O)OCCOC)c(=O)c2c1	-3.9	2	-9	-3	-4	-5	6	-4	-4	0	1
O=C(/C=C/c1ccc(Cl)cc1Cl)Nc1ccncc1	-0.3	4	3	-100	-4	-53	-270	-254	-4	-10	-21
CCOC(=O)N1CCN(C(=S)NC(=O)c2ccc(Br)cc2)CC1	-0.4	1	3	4	0	2	12	14	-2	6	-25
C/C(=N\Nc1cccc(Cl)c1)C1(C)N(O)C(C)(C)C(c2ccco2)=[N+]1[O-] (stereo not given)	-0.1	-3	0	12	-3	-2	19	20	-5	-4	8
CC(C)Cn1c(N)c(S(=O)(=O)c2cccs2)c2nc3ccccc3nc21	-4.3	·	-4	-8	-7	-4	17	20	-8	-2	20
COc1ccc(S(=O)(=O)N2CCN(c3ccccc3)CC2)cc1C(=O)N1CCCC1	0.3	4	19	8	-3	9	7	10	2	5	30
COc1cccc(Nc2ncnc3ccc(Br)cc23)c1	-2.0	·	-3	17	-5	·	16	11	-2	-3	-49
Cc1onc(-c2ccccc2)c1C(=O)N1CCN(C/C=C/c2ccccc2)CC1	0.6	5	0	7	-6	·	19	7	-1	-8	0
CCOC(=O)C1(Cc2ccc(OC)cc2)CCN(C(=O)Cc2cccnc2)CC1	-1.8	-2	-6	8	-5	-21	-7	-7	4	-8	-14
CCOC(=O)c1oc2ccccc2c1NC(=O)c1cccc(OC)c1OC	-1.9	0	-2	-2	-3	-10	18	-58	-3	2	-20
O=S(=O)(c1ccc(OCC(O)CN2CCc3ccccc3C2)cc1)N1CCOCC1 (stereo not given)	-0.7	6	2	6	-8	-4	10	0	5	7	19

One compound at a time, as listed above. Screens in order: iPSC survival up, NR2E3 ag-1, PDI turbidity, Shn3 inh set2, CaV13 FRET inh, MITF TRPM1 inh, Peg3 prom inh, HIF-2a block, m5-HT2A agonist, H9c2 protect, NR2E3 ag-2
O=C(/C=C/c1ccc(Cl)cc1Cl)Nc1ccncc1 reads -0.3, 4, 3, -100, -4, -53, -270, -254, -4, -10, -21
COc1cccc(Nc2ncnc3ccc(Br)cc23)c1 reads -2.0, ·, -3, 17, -5, ·, 16, 11, -2, -3, -49

The list continues:
SMILES	iPSC survival up	NR2E3 ag-1	PDI turbidity	Shn3 inh set2	CaV13 FRET inh	MITF TRPM1 inh	Peg3 prom inh	HIF-2a block	m5-HT2A agonist	H9c2 protect	NR2E3 ag-2
COc1ccc(/C=C(/NC(=O)c2ccc(C)cc2)C(=O)NCc2ccncc2)cc1	-0.3	1	2	0	-3	-5	-21	2	3	0	1
Cc1ccc(-c2cnc(N)n2C)cc1C	-0.4	0	0	-14	-4	-9	-43	-55	-11	44	-18
CCc1cccc(C)c1NC(=O)COC(=O)CNC(=O)c1cccs1	-0.1	0	-1	-5	-5	0	-3	7	3	7	-51
CCOC(=O)NC(=O)COC(=O)CCCSc1nc2ccccc2s1	1.2	-1	-1	10	9	15	5	59*	6	2	34
CCN(CC)C(=O)Cn1nnc(-c2ccc(S(C)(=O)=O)cc2)n1	6.5	0	0	-20	-7	1	-8	9	7	10	18
COc1ccc(N(CC(=O)NC2CCCC2)S(=O)(=O)c2c(C)[nH]c(=O)[nH]c2=O)cc1	0.4	6	-1	-3	-5	·	6	3	-4	22	2
O=C(CC1C(=O)NCCN1C(=O)Nc1ccccc1)Nc1cc(Cl)cc(Cl)c1 (stereo not given)	0.0	2	0	-4	-5	4	18	-6	4	5	-30
CCc1sc(C(=O)NCCCn2ccnc2)cc1Br	-0.6	1	-3	10	-5	-3	15	20	-1	0	-19
COc1cccc(N=NC2C(=O)N(C(N)=S)N=C2C)c1 (stereo not given)	0.6	-4	14	-48	-5	-29	-138	-220	4	-3	-49
CC(=O)Nc1ccc(N=Nc2ccccc2)cc1	-0.2	-3	-5	-44	-6	-67	-341	-189	3	-1	-93
O=c1[nH]c2cccc(F)c2n2cccc12	-0.5	-3	1	0	-3	1	23	-6	4	51*	-14
CCOc1ccccc1C=NN1CCCCCC1	-1.9	·	1	-8	-15	5	-34	-10	0	-4	1
COCCSc1ccccc1C(=O)NCc1ccc2c(c1)OCO2	3.8	-2	5	-17	-4	-3	7	9	-3	0	-7
COc1ccc(-c2noc(CCCC(=O)NCCc3ccccc3)n2)cc1OC	-0.2	1	1	12	·	-6	0	14	-7	6	12
CCOP(=O)(/C(C#N)=C(\C)O)c1ccccc1 (stereo not given)	0.3	3	-8	8	-16	-10	14	25	-4	4	-21
O=C(Cn1cc(COc2ccc3ccccc3c2)nn1)NS(=O)(=O)c1cccc(OC(F)F)c1	-0.7	·	0	2	-15	·	-9	16	2	4	-1
C=C(C)Cn1c(CCNC(=O)CC)nc2ccccc21	-0.5	2	4	-8	-3	4	10	12	-1	0	8
CCOC(=O)N1CCN(C(=O)C(NC(=O)c2ccc(C(C)(C)C)cc2)C(C)C)CC1 (stereo not given)	-0.4	-1	0	-20	-2	17	6	5	-9	-1	-5
COC(=O)C1=C(Nc2ccccc2NC(=O)c2ccccc2C(=O)O)CSC1	-0.4	-5	-3	-33	-4	8	9	-55	1	1	-101
Cc1ccc(NC(=O)Nc2cccn(Cc3c(F)cccc3Cl)c2=O)cc1	-0.3	4	0	-17	-2	-36	-140	-172	8	-10	-10
COc1cc(-c2nc3cnccn3c2Nc2ccccc2)ccc1O	2.1	-1	-4	-12	-7	6	-30	-62	5	6	-50
COc1ccc2oc(-c3ccncc3)cc(=O)c2c1	1.1	·	-5	-18	-6	-31	-202	-162	4	-6	-82
COc1cccc(CNC(=O)CC(NC(=O)c2ccccc2)c2ccccc2)c1 (stereo not given)	0.1	-1	-15	-66	-5	4	13	-8	-5	2	1
CC1=C(C)/C(=N\OC(=O)/C=C/c2ccccc2)C=CC1=O	-4.7	-2	4	27	-5	18	-6	10	-3	-31	-37
COc1cccc(CNC(=O)COC(=O)CN(C)S(=O)(=O)c2ccc(NC(C)=O)cc2)c1	-0.3	3	-1	-2	-2	1	9	-8	-4	26	-21
COCCN(C(=S)Nc1ccc(OC)cc1)C(C)c1cccs1 (stereo not given)	-1.2	-1	-6	-8	-3	-6	4	0	-2	3	-6
Cc1sc(NC(=O)CSc2nnc(COc3ccccc3)n2C)c(C#N)c1C	0.2	1	3	-7	-6	9	2	8	-1	-3	-12
O=C(Nc1ccc(N2C(=O)CCC2=O)cc1Cl)c1cccs1	0.6	2	5	6	-5	-9	4	5	6	3	-28
O=C(NCC1CCCO1)C(c1cccnc1)N(C(=O)Cc1cccs1)c1cccnc1 (stereo not given)	-0.2	2	-12	-11	·	-10	6	5	-1	4	-6
COC(=O)c1ccc(NC(=O)c2ccccc2N(C)S(=O)(=O)c2ccccc2)cc1	3.2	4	-4	14	-3	-3	12	18	-6	-8	9
CC(C)C(C=Cc1ccccc1)=NNS(=O)(=O)c1ccccc1	-1.5	·	·	1	-12	·	1	-6	12	-4	-7
COc1ccccc1NC(=O)COC(=O)c1c(C)nn(-c2ccccc2)c1C	-2.4	-4	-14	-47	-2	-93	-180	-237	-8	-5	22
CCOc1ccccc1OCC(=O)NC1CCSc2ccccc21 (stereo not given)	2.0	·	12	14	-9	·	-69	-64	-1	-1	-39
O=C(c1ccc(COc2ccc(Br)cc2)o1)N1N=C(C(F)F)CC1(O)C(F)F (stereo not given)	1.5	0	7	2	-2	-1	9	15	1	-12	-13
Cc1ccc(CC(=O)N2CCN(c3cccc(C(F)(F)F)c3)CC2)cc1	-0.3	3	2	7	-7	0	13	1	4	-8	13
COc1ccc2oc(C(F)(F)C(F)F)cc(=O)c2c1	4.8	1	-2	-3	·	-15	-18	-5	1	-11	11
C[N+](C)(C)CCNC(=O)c1c[nH]c2ccccc12	0.1	·	·	·	-6	·	·	6	-3	·	15
Cc1ccc(NC(=O)C2(NC(=O)c3ccccn3)CCCCC2)cc1Br	1.2	2	12	0	-5	10	7	4	0	-4	-9
Cc1cc(NC(=O)COC(=O)C2CCN(S(=O)(=O)c3cccc(Cl)c3Cl)CC2)no1	0.1	1	6	-10	-7	7	-6	16	24*	-6	-18
COc1ccc(N=C2NC(=O)/C(=C/c3ccco3)S2)cc1	0.3	-3	9	14	-2	-22	-114	-133	-1	-3	-1
CCOc1ccc(NCC(=O)Nc2ccc(C)cc2C)cc1	-1.0	4	1	37	-8	3	-24	-24	0	-6	-35
CCOC(=O)c1cnc2ccccc2c1NCCc1ccc(OC)c(OC)c1	-1.2	1	4	9	-6	23	7	14	-3	3	-18
CC1CC1C(=O)N(CCC1=CCCCC1)c1c(N)n(Cc2ccccc2)c(=O)[nH]c1=O (stereo not given)	0.0	3	-23	9	-6	-10	5	7	1	-3	-15
NC(=O)c1ccc(N2CCCCC2)c(N2C(=O)CCC2=O)c1	-0.2	0	-1	-1	·	10	-5	2	2	10	-12
CC(C)(C)OC(=O)NCCCCCc1cn([C@@H](CO)C(=O)NCCCCCCCCCCC(=O)N2CCN(C(=O)OC(C)(C)C)CC2)nn1	-2.9	3	12	34	-9	58	93*	-64	15*	-17	66
COc1ccccc1S(=O)(=O)N(C)C[C@@H]1OCc2cnnn2CCCC(=O)N([C@H](C)CO)C[C@H]1C	1.6	·	-19	-2	·	·	6	7	0	0	-27
CCOc1cccc(CN(C)CC2CCCN(CCc3ccc(Cl)cc3)C2)c1O (stereo not given)	-0.3	-1	-25	9	-5	-1	3	4	-10	-2	6
COc1cccc(-c2nc(CS(=O)(=O)CC(=O)NC3CCCC3)c(C)o2)c1	0.7	-4	6	7	-4	-4	11	12	-3	2	-11
CC(C)CC(OC(=O)c1nsc(Cl)c1Cl)C(=O)NCC1CCCO1 (stereo not given)	0.0	4	0	20	-8	0	9	7	0	-1	-20
